# Compound activity: PubChem BioAssay, several laboratories
# NALP1 inh = NALP1 inflammasome inhibitors in reconstituted yeast, colorimetric, S. cerevisiae, triplicate retest; S. cerevisiae NALP1/ASC/caspase-1 growth, X-gal OD620, 72 h; 280,000 compounds, 0.61% hits; inhibition, % at 10 µM; in the data active means inhibition mostly above about 24%, no sharp cut-off; inactive means mostly below about 32%; further: some compounds called inactive have numbers as strong as hits
# OXTR ag = human OXTR agonists, primary screen, fluorescence, CHO-OTR cells, Fluo-8 calcium; AID 2435, 2010; 320,000 compounds, 0.32% hits; activation, % at 3 µM; Oxytocin receptor (Homo sapiens), P30559; Fluo-8 calcium fluorescence; normalized: DMSO 0%, oxytocin 100%;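 active means activation above the mean of all tested compounds plus 3 SD, cutoff set per screening run, cut at about 20% in these data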;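 further: peak over basal fluorescence ratio from a 100 s FLIPR kinetic read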
# MEKK3 PB1 HTS = modulators of MEKK3-MEK5 PB1 binding, primary screen, biochemical, wildtype MEKK3, multiplex bead flow cytometry, Alexa488-MEK5. Mitogen-activated protein kinase kinase kinase 3 (Homo sapiens), Q99759. bead-based flow cytometry, Alexa488-MEK5 binding to MEKK3; actives lie on both sides; 0 = blocked by unlabeled MEK5, 100 = vehicle. binding response (% of control), % at 10 µM. 290,000 compounds, 1.4% hits;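 active means binding response more than 3 SD above or below the average of its plate-row segment, actives on both sides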;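 further: Alexa488 bead fluorescence after subtracting the streptavidin-only scavenger bead signal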
# MEKK2mut PB1 HTS = MEK5 binding signal on mutant MEKK2 PB1, primary screen, biochemical, multiplex bead flow cytometry, Alexa488-MEK5; Alexa488-MEK5 binding to MEKK2 mutant; percent response, % at 10 µM; 290,000 compounds, 0.35% hits; in the data active means percent response above about 24%, passing the limit was not always enough; further: inactives centre near 1; some results filed as inactive read as strong as hits; reference of the scale not given here
# MEKK2wt PB1 HTS = modulators of MEK5 binding to wildtype MEKK2, primary screen, biochemical, multiplex bead flow cytometry, Alexa488-MEK5 | Alexa488-MEK5 binding to MEKK2 WT; actives lie on both sides | 290,000 compounds, 1.1% hits | binding response (% of control), % at 10 µM | Mitogen-activated protein kinase kinase kinase 2 (Homo sapiens), Q9Y2U5; in the data active means binding response below about 67% or above about 130%
# PHOSPHO1 inh = PubChem AID 1565; recombinant PHOSPHO1, absorbance phosphatase assay; 290,000 compounds, 1.1% hits; inhibition, % at 13.3 µM; in the data active means inhibition above about 60%
# Target sequence (Q8TCT1 whole entry, looked up): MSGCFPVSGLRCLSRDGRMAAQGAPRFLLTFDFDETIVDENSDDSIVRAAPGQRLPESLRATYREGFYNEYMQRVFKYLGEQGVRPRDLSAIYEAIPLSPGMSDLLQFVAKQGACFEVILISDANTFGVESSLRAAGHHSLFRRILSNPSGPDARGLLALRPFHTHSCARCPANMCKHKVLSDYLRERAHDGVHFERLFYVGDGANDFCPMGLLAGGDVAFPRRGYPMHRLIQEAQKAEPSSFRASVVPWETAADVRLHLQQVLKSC
# V1R ag counter = agonists of human V1a receptor, primary screen, counter-screen for OXTR agonist project, fluorescence, CHO-V1R cells; Vasopressin V1a receptor (Homo sapiens), P37288; 320,000 compounds, 0.25% hits; Fluo-8 calcium fluorescence, agonist mode; 0% DMSO, 100% 3 nM vasopressin; activation, % at 3 µM;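 active means activation above the mean activation of all tested compounds plus 3 SD, per screening run, cut at about 20% in these data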;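 further: signal is peak over basal fluorescence ratio across a 100 second FLIPR read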
# Target sequence (P37288 whole entry, looked up): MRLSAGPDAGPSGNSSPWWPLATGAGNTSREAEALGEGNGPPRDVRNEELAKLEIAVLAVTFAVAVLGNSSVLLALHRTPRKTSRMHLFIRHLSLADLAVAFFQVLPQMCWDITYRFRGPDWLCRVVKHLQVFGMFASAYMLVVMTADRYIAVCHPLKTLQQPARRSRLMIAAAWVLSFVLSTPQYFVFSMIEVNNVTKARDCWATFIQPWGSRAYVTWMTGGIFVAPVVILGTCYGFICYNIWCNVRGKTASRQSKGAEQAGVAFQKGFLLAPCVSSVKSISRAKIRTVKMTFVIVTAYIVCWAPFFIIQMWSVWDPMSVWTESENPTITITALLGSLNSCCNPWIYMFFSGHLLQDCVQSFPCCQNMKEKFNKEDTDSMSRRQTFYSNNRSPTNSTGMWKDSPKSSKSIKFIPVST
# GPR7 antagonist = GPR7 receptor antagonists, primary screen, cell-based, fluorescence, single concentration; Neuropeptides B/W receptor type 1 (Homo sapiens), P48145; GPR7-expressing cells, fluorescence antagonist assay; inhibition, % at 4.4 µM; 290,000 compounds, 1.1% hits; in the data active means inhibition above about 16%, passing the limit was not always enough;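 further: cells stimulated with the agonist NPW; 0% = agonist with vehicle and 100% = vehicle without agonist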
# Target sequence (P48145 whole entry, looked up): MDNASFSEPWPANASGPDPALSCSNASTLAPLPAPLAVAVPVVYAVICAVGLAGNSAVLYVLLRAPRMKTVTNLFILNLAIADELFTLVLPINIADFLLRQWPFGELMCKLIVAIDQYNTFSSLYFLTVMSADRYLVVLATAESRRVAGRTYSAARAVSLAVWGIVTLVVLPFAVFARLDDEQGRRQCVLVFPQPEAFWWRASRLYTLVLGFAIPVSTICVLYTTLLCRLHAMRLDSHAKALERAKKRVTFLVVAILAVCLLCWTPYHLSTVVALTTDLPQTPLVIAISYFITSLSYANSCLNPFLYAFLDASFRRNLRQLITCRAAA
# GalR3 antag = GalR3 antagonists in HEK293 cells, primary screen, cell-based, fluorescence readout. Galanin receptor type 3 (Homo sapiens), O60755. 360,000 compounds, 0.44% hits. inhibition, % at 3 µM. HEK293 GalR3-CNG cAMP membrane potential fluorescence; galR3 body fused to GalR1 C-terminus;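 active means inhibition above the screen-wide average plus 3 SD, cut at about 13% in these data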;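 further: forskolin and galanin both at EC90 stimulate the cells; cAMP rise reported by CNG channel membrane potential dye signal; 0% = forskolin plus galanin with DMSO and 100% = forskolin alone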
# * hit, by the source's call; . = no result given.
molecule	GalR3 antag	OXTR ag	PHOSPHO1 inh	MEKK3 PB1 HTS	MEKK2mut PB1 HTS	NALP1 inh	V1R ag counter	GPR7 antagonist	MEKK2wt PB1 HTS
O=C(Nc1ccc(C(=O)O)cc1)/C(=C\c1ccc([N+](=O)[O-])cc1)NC(=O)c1ccc(Br)cc1	-1.9	-1.2	-7.3	103.0	-8.0	2.8	1.3	-0.3	84.0
CCC(=O)Nc1ccc(C(=O)CSc2nnc(-c3cccnc3)o2)cc1	-3.4	3.6	15.4	102.0	5.0	-1.5	2.2	4.4	102.0
O=C(NCc1ccc2c(c1)OCO2)c1cccc2c1C(=O)N(C1CCCCC1)C2	.	-1.3	2.1	108.0	8.0	29.0	0.1	1.8	112.0
Cc1ccc(SC(C)C(=O)NC2CC2)cc1 (configuration not stated)	1.3	-0.1	33.4	111.0	10.0	-1.4	0.4	-6.9	115.0
O=C(Cn1nc(C(=O)O)c2ccccc2c1=O)Nc1ccc2c(c1)OCO2	-0.7	0.1	40.9	98.0	-2.0	2.6	0.2	-14.4	103.0
c1ccc(-c2ncc(-c3ccn[nH]3)s2)cc1	-3.5	1.4	8.0	110.0	-1.0	-3.1	1.3	-2.2	105.0
NC(=O)Cn1nc2sc3ccccc3n2c(=O)c1=O	-0.1	0.8	46.4	88.0	-19.0	.	-0.3	-9.2	93.0
CCOC(=O)C1=C2c3cc(OC)c(OC)cc3CC(C)(C)N2C(=O)C1=O	0.8	-1.6	-4.6	99.0	1.0	25.5	-0.1	-1.2	98.0
COc1ccc(/C=C/C(=O)NCCCc2ccccc2)cc1OC	-5.1	-0.3	-9.8	113.0	1.0	26.2	0.4	-11.9	115.0
COC(=O)c1cc(C(=O)OC)cc(N2C(=O)CN=C2Nc2nc(C)cc(C)n2)c1	0.0	1.2	-10.5	96.0	0.0	4.7	0.8	-8.1	103.0
Cc1cc([N+](=O)[O-])cc2c1NC(c1ccccn1)C1CC=CC21 (configuration not stated)	-3.2	0.6	53.2	101.0	-2.0	-12.7	-0.2	-13.8	98.0
CN(CC(=O)Nc1ccc(N2CCOCC2)cc1)C(=O)COc1ccccc1F	-8.3	0.9	3.8	102.0	-1.0	3.3	0.7	-5.1	103.0
CN(C)S(=O)(=O)c1cc(NC(=O)CNCCN2CCOCC2)ccc1Cl	-1.4	-0.5	7.2	98.0	-3.0	0.4	0.2	-9.4	100.0
CCCCN(Cc1ccco1)S(=O)(=O)c1c[nH]c(C(=O)OC)c1	-8.0	-0.8	27.3	92.0	-9.0	19.9	-0.3	6.0	89.0
CC(=O)c1ccc(NC(=O)NNS(=O)(=O)c2ccc(F)cc2)cc1	0.6	15.9	42.8	107.0	4.0	24.6	1.2	-5.8	105.0
CCC(=O)N1c2ccccc2NC2=C(C(=O)CC(c3ccco3)C2)C1c1ccco1 (configuration not stated)	-1.8	-0.7	20.0	103.0	0.0	25.7	1.8	-0.8	104.0
COc1ccccc1/C=C/C(=O)NCC(=O)N/N=C(/C)c1ccc(Cl)cc1	-10.0	1.7	34.1	103.0	-2.0	28.3	4.9	9.5	99.0
O=C(NCc1nc2ccccc2[nH]1)C1=C[C@@H](c2ccc(Br)cc2)C[C@@H](OCc2ccc(CO)cc2)O1	0.4	2.3	34.6	94.0	-5.0	4.8	1.4	4.2	92.0
O=C(c1ccc([N+](=O)[O-])cc1)N1CCN(C(=O)c2cccs2)CC1	-4.5	-0.1	-11.9	101.0	2.0	11.2	0.4	-6.4	101.0
CCOC(=O)C1(CCOC)CCN(Cc2ccncc2)CC1	-3.1	1.4	2.3	99.0	7.0	12.3	0.7	-16.1	99.0
O=C(O)CCC(=O)NNC(=O)COc1ccc2ccccc2c1Br	-2.9	0.8	27.9	100.0	0.0	23.9	-0.8	-0.5	99.0
Cc1cc(NC(=O)c2ccccc2C)ccc1NC(=O)c1ccccc1Cl	1.6	-1.2	-13.0	101.0	2.0	10.5	-0.5	-15.4	104.0
CCOCCCNC(=O)c1ccc(OC)cc1	4.6	0.2	24.8	102.0	2.0	27.6*	-0.4	-1.2	110.0
COC(=O)c1ccccc1NC(=O)NCc1ccco1	-8.9	-1.4	14.0	102.0	5.0	12.8	-0.2	-7.7	104.0
Cc1ccc(C)c(N2CCN(C(=O)C3CCCCN3S(=O)(=O)c3ccc(F)cc3)CC2)c1 (configuration not stated)	-10.5	-0.9	-6.0	103.0	2.0	9.4	-0.7	-14.1	97.0
CCSc1nnc(NC(=O)CSc2nnc(CNC(=O)c3ccc(OC)cc3)o2)s1	-1.9	-0.1	5.6	89.0	-2.0	28.0	0.3	6.7	91.0
CCOC(=O)CC(NC(=O)c1cc2ccccc2oc1=O)c1cccc([N+](=O)[O-])c1 (configuration not stated)	2.8	-0.1	8.5	102.0	1.0	1.4	-0.9	-9.7	107.0
CCOc1ccc(-n2c(-c3ccco3)nc3c(cnn3-c3ccc(C)cc3)c2=O)cc1	-6.0	1.1	27.7	125.0	29.0	19.7	-0.3	-21.2	112.0
Cc1cccc(NC(=S)NNC(=O)c2ccco2)c1	-6.0	0.6	32.6	101.0	4.0	6.4	22.8*	-0.5	100.0
O=C(O)C1CCC(=O)N(C2CC2)C1c1ccccc1 (configuration not stated)	1.2	1.0	8.1	103.0	4.0	-2.3	-0.1	-15.7	111.0
O=S1(=O)CCC(NS(=O)(=O)c2cccc3cccnc23)C1 (configuration not stated)	-1.6	-0.3	-22.1	103.0	0.0	-4.4	-0.3	-12.1	98.0
CCSC(=Nc1ccccc1)Nc1ccccc1	-4.7	-3.4	15.0	111.0	1.0	-12.7	-1.6	-9.7	101.0
Cc1cccc(-c2nnn(Cc3nnc(NC(=O)c4ccccc4)s3)n2)c1	-3.2	0.6	11.1	101.0	7.0	-14.9	0.8	-13.9	103.0
O=C(O)c1ccccc1-c1ccccc1C(=O)Nc1ccccc1	-0.7	0.5	44.7	91.0	-6.0	32.9	0.8	-4.2	91.0
O=C(Cn1cnc2sc3c(c2c1=O)CCCC3)NCC(=O)Nc1c(F)cc(F)cc1Br	-6.9	1.2	48.8	102.0	4.0	6.5	0.8	-5.9	108.0
O=C(Nc1ccnn1C1CCN(C(=O)c2ccc(Cl)c(F)c2)CC1)C1CCOC1 (configuration not stated)	-1.7	.	41.8	102.0	-1.0	0.7	.	-5.9	99.0
Nc1ncc(Br)cc1S(=O)(=O)NCCc1ccccc1	2.4	-0.7	46.9	98.0	-3.0	16.9	-0.2	-17.0	98.0
COc1cc(OC)cc(C(=O)NCCCn2ccnc2)c1	-1.6	-0.3	50.6	108.0	7.0	12.5	0.3	5.5	110.0
c1ccc(Nc2ccccn2)nc1	-6.7	-0.1	24.8	101.0	1.0	.	0.8	-5.0	109.0
C=CCOc1ccc(CN(C)C(=O)C2CCCO2)cc1 (configuration not stated)	-8.1	0.2	27.9	100.0	0.0	2.1	-1.2	-2.6	99.0
Cc1ccccc1-n1nc(C)c2c(C(=O)NN)cc(-c3ccncc3)nc21	-1.2	-0.7	40.1	100.0	-10.0	-3.6	1.2	-19.2	96.0
COc1ccc(C(C)=O)cc1CSCCC(=O)O	1.2	-0.5	20.1	112.0	15.0	9.9	0.5	-15.5	115.0
O=C(CCN1C(=O)/C(=C\c2ccccc2)SC1=S)N1CCOCC1	-5.9	0.2	35.7	101.0	1.0	-11.5	0.7	-10.7	100.0
O=c1[nH]c(/C=C/c2ccc(Br)cc2)nc2ccccc12	-5.7	0.2	23.3	105.0	7.0	13.8	-0.3	-16.7	107.0
Cn1c(=O)cc(SCC(=O)NCCCN2CCN(c3ccccc3F)CC2)c2ccccc21	-5.7	-1.6	18.3	100.0	3.0	5.2	0.0	-11.4	105.0
CC(=O)c1cccc(NC(=S)N2CCN(S(C)(=O)=O)CC2)c1	-3.2	-0.7	17.0	102.0	6.0	2.1	0.1	-0.9	113.0
Cc1c(C)n(CC(O)CN2CCCCCC2)c2ccccc12 (configuration not stated)	3.4	1.5	-0.7	105.0	1.0	0.3	0.6	-0.9	110.0
C[N+]1(CC(O)COc2ccccc2)CCN(C(=O)c2ccc([N+](=O)[O-])cc2)CC1 (configuration not stated)	-4.0	-1.6	-18.2	111.0	5.0	5.4	0.1	-13.3	112.0
Cc1c(C(=O)N2CCOCC2)c(S(=O)(=O)Nc2ccccc2)c(C)n1C	-1.8	-0.3	4.7	99.0	-1.0	14.1	0.6	5.0	103.0
COc1cc(/C=C2/C(=N)N3N=C(CC(=O)N4CCOCC4)SC3=NC2=O)ccc1OCc1ccc(F)cc1	-0.5	-1.1	-11.4	102.0	-3.0	-12.9	1.4	-6.9	95.0
O=C1c2ccccc2NC(c2ccc(-c3cccc([N+](=O)[O-])c3)o2)N1O (configuration not stated)	-5.8	4.3	-1.0	87.0	-4.0	23.1	1.9	-9.1	94.0
CCc1ccc(-c2csc(NC(=O)Oc3ccccc3)n2)cc1	1.4	-2.3	0.8	104.0	17.0	25.1	-0.1	6.4	119.0
COc1ccc(S(=O)(=O)N/N=C\c2ccc([N+](=O)[O-])o2)c(OC)c1	-1.9	1.3	19.8	96.0	-2.0	2.4	0.5	-6.8	100.0
CC1CC(C)CN(S(=O)(=O)N2CCCC(C(=O)NC3CCCCC3C)C2)C1 (configuration not stated)	0.3	-0.7	12.6	99.0	0.0	16.1	0.0	-8.8	99.0
O=C(C[n+]1ccc(/C=N/O)cc1)N1CCCCC1	-0.5	-0.6	15.0	100.0	3.0	-12.0	0.0	-3.6	101.0
O=c1c2ccccc2ncn1-c1ccc(Br)cc1[N+](=O)[O-]	-2.3	.	8.3	107.0	4.0	14.3	.	-13.7	107.0
CCOc1ccc(CCNC(=O)CN2C(=O)c3cccnc3Oc3ccc(C)cc32)cc1OCC	6.6	-0.8	1.8	100.0	0.0	-9.7	0.1	-9.6	101.0
Cc1ccc(S(=O)(=O)NC(=O)c2cc(C)n(-c3cc(S(=O)(=O)N4CCOCC4)ccc3N3CCCC3)c2C)cc1	-7.4	-0.6	23.3	106.0	5.0	5.5	1.1	-9.9	111.0
COc1ccc(C2CC(=O)Oc3c2c(=O)n(C)c2ccccc32)c(OC)c1OC (configuration not stated)	1.0	2.4	5.7	97.0	-1.0	2.5	1.0	-2.2	90.0

# NALP1 inh, hit marks shown above
canonical_smiles,GalR3 antag,PHOSPHO1 inh,MEKK3 PB1 HTS,MEKK2mut PB1 HTS,NALP1 inh,GPR7 antagonist,MEKK2wt PB1 HTS
CCOCCCNC(=O)c1ccc(OC)cc1,4.6,24.8,102.0,2.0,27.6*,-1.2,110.0
